Source: PubChem
TGFb SMAD3 inh: qHTS for Inhibitors of TGF-b; HepG2 CAGA-GFP TGF-b/SMAD3 reporter, GFP fluorescence, 18 h; TGF-beta stimulated, 500 pg/mL final; 410,000 tested, 1.2% active; AID 588855, 2011; Potency, µM (series often up to 46.1 µM), for the others: at the top dose activity, negative = inhibition, hits mostly inhibitors; further: potency means the concentration at half of the fitted maximal effect; on the % scale 0 is the no-effect control and ±100 the full control effect; nearly all actives have a fitted effect of over 65% in size
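Read-out: total well GFP (ex488/em500-530) summed from mean per-cell fluorescence. Cells: HEPG2 CAGA-GFP, 1% FBS DMEM, 18 h at 37 degrees C with 500 pg/mL final TGF-beta. Unstimulated wells served as the full-inhibition control; stimulated DMSO wells = 0%.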
EPAC2 agonist: qHTS for Agonist of cAMP-regulated guanine nucleotide exchange factor 4 (EPAC2): primary screen; EPAC2 activation, biochemical qHTS; response scale: 100% = 6.5 mM cAMP response; Potency, µM (titrated, usually from 154 µM), inactives show at the highest dose activation, usual class: activators; 360,000 tested, 0.079% active; further: potency means the concentration at half of the fitted maximal effect; nearly all actives have a fitted effect of over 50% in size
Target sequence (Q8WZA2 whole entry, looked up): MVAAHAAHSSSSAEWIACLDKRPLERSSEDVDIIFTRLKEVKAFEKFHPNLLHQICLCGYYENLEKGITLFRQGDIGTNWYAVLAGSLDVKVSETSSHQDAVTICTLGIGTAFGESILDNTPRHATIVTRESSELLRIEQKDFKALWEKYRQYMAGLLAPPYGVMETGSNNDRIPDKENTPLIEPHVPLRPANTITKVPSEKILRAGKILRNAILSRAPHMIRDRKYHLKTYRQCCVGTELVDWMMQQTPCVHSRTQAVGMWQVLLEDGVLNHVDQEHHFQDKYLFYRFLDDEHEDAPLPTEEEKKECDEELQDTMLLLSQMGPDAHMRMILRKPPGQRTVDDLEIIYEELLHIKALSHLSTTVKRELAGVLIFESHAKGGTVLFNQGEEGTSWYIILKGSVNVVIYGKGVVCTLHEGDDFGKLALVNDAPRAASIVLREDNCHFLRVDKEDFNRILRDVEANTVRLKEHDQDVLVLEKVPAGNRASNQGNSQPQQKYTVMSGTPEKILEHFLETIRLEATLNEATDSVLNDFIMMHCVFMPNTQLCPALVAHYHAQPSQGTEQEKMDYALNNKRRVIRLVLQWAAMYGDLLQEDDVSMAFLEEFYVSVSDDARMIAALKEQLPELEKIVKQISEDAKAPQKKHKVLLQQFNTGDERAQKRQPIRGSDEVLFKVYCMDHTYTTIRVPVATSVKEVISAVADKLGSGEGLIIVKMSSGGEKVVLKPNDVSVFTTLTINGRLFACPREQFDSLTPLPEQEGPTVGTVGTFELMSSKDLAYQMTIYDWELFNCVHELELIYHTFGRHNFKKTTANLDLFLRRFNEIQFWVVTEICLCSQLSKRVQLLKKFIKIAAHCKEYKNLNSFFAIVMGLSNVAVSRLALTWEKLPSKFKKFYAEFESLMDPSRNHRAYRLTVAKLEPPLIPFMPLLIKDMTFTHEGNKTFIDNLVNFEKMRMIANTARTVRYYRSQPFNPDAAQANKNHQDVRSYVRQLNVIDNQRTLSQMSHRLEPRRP
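Exchange assay: 100 nM EPAC2 with 250 nM Rap1B-BODIPY-GDP and 50 uM GDP. Fluorescence (ex 480/em 540 nm) read every 5 min for 30 min at room temperature. Data normalized to 6.5 mM cAMP as agonist control.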
Nrf2 activator: qHTS of Nrf2 Activators | 410,000 tested, 0.31% active | AID 624171, 2012 | AREc32 ARE-luciferase reporter (MCF7-derived line), luminescence, 24 h | Potency, µM (doses to about 46.1 µM), for the others: at the top dose activation, actives largely listed as activators; further: potency means the concentration at half of the fitted maximal effect; % of control where 0% means no effect; nearly all actives have a fitted effect of over 65% in size
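Luminescent ARE reporter assay in AREc32_Fluc cells: overnight plating at 37 deg C, 24 hr compound incubation, Steady-Glo added, 30 min RT before reading.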
A549 tox: Nrf2 qHTS screen for inhibitors: counterscreen for cytotoxicity. A549 ARE-Fluc cells, CellTiter-Fluor viability, 18-24 h. Potency, µM (titrated, usually from 46 µM), for the others: at the top dose activity change, negative = cytotoxicity, actives largely listed as inhibitors. 390,000 tested, 0.16% active; further: potency means the concentration at half of the fitted maximal effect; on the % scale 0 is the no-effect control and ±100 the full control effect
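Cytotoxicity counterscreen: CellTiter-Fluor fluorescence was measured in A549 ARE_Fluc cells after 18-24 h of compound exposure in a concentration series. The subsequent BugLite luminescent read reports ARE-luciferase activity.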
ATXN viability: Viability Counterscreen for Primary qHTS for Inhibitors of ATXN expression; S2 cells (HEK-293 line with an ATXN2-luciferase reporter) viability, CellTiter-Fluor protease fluorescence, 24 h; Potency, µM (doses to about 56.7 µM), usual class: cytotoxic; 400,000 tested, 0.49% active; further: potency means the concentration at half of the fitted maximal effect; nearly all actives have a fitted effect of over 40% in size
IL-2 act: qHTS of IL-2 Activators. activation, % (series mostly up to about 46 µM). 360,000 tested, 0.065% active. IL-2 activation reporter assay, cell-based qHTS; stimulated with anti-CD3/CD4/CD28 beads; in transgenic mouse T cells; in the data active means activation above about 50%; inconclusive means mostly about 30% to 49%; further: 0% is about no effect
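Unstimulated transgenic mouse T cells preincubated 60 min with compound, then stimulated with anti-CD3/anti-CD4-coated beads plus anti-CD28 for 18 h at 37 degrees C. IL-2 response read as EGFP and DsRed fluorescence by plate cytometry.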
HepG2 viability: qHTS for Inhibitors of TGF-b: Cytotox Counterscreen. Potency, µM (titrated, usually from 46.1 µM), inactives show at the highest dose activity change, negative = cytotoxicity, most hits filed as cytotoxic. 410,000 tested, 0.76% active. HepG2 CAGA-GFP viability, ATP luminescence, 18 h; further: potency means the concentration at half of the fitted maximal effect; some results filed as inactive show a strong effect at the top dose
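HepG2 CAGA-GFP cells (1000/well, DMEM with 1% FBS) received compound, then TGF-beta at 500 pg/mL final, and were incubated 18 hours at 37 degrees C. Viability was read by CellTiter-Glo luminescence. Media-only wells were set as complete cell-killing and DMSO as no toxicity.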
Nrf2 block: Nrf2 qHTS screen for inhibitors | A549 ARE-Fluc reporter, luciferase luminescence, 18-24 h | Potency, µM (series often up to 46 µM), for the others: at the highest dose activity change, negative = inhibition, usual class: inhibitors | 360,000 tested, 2.1% active | AID 504444, 2011; further: potency means the concentration at half of the fitted maximal effect; on the % scale 0 is the no-effect control and ±100 the full control effect; nearly all actives have a fitted effect of over 60% in size
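Two sequential reads on A549 ARE_Fluc cells exposed to compound for 18-24 h: a CellTiter-Fluor fluorescence read for viability, then a luciferase luminescence read for Nrf2/ARE activity.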
ATXN2 expr inh: Primary qHTS for Inhibitors of ATXN expression. HEK-293 ATXN2-luciferase reporter, luminescence, 24 h. Potency, µM (titrated, usually from 57 µM), without a hit: at the highest dose activity change, negative = inhibition, actives largely listed as inhibitors. 360,000 tested, 0.72% active. AID 1745845, 2022; further: potency means the concentration at half of the fitted maximal effect; on the % scale 0 is the no-effect control and ±100 the full control effect; nearly all actives have a fitted effect of over 55% in size
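qHTS (up to 57 uM final) was run with 24 h compound exposure of reporter cells at 37 °C. Each well was multiplexed: SteadyGlo luminescence measured ATXN2-luciferase expression after a fluorogenic Gly-Phe-AFC viability readout (25 uM final).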
An asterisk follows results filed as active; i = inactive; ? = inconclusive; / = no result given; [ ] = dose if it differs, or a comment. Unless noted, the call rests on the fitted dose curve; in most records, active means well fitted curve in the direction sought with a large enough effect; inconclusive means small, poorly fitted or top-dose-only effect, or another doubt; inactive means no such curve, though single readings can be large; an effect the other way counts as inactive or inconclusive.

SMILES	TGFb SMAD3 inh	EPAC2 agonist	Nrf2 activator	A549 tox	ATXN viability	IL-2 act	HepG2 viability	Nrf2 block	ATXN2 expr inh
Cc1nnc(Sc2c(N)n(C)c(=O)n(C)c2=O)s1	-15%	-1%	-0.3%	3%	i	0.4	-25%	6%	5%
CC(=O)C(C(c1ccccc1)N1CCOCC1)N1CCOCC1 (stereo not given)	5%	15%	0.2%	0%	i	2.0	-14%	-2%	-7%
CCCOc1ccc(-c2cccc(NS(=O)(=O)c3cccs3)c2)nn1	-26%	/	6.3%	0%	?	/	-26%	/	9%
CC(C)(C)c1ccc(C(=O)NCC(=O)OCC(=O)c2ccc3c(c2)-c2ccccc2C3)cc1	-11%	-14%	-0.2%	1%	i	-2.5	14%	8%	6%
Cc1cccc(-c2cc3nc(-c4ccccc4)cc(N4CCC5(CC4)OCCO5)n3n2)c1	-16%	20%	0.2%	20%	i	-3.4	-10%	/	-4%
CCCOc1ccc(/C=N/NC(=O)c2nnn(-c3nonc3N)c2-c2cccs2)cc1OC	-18%	8%	0.1%	-5%	i	-2.4	-21%	2%	-5%
Cc1cc(OCC(=O)Nc2nnc(C3CC3)s2)ccc1[N+](=O)[O-]	6%	-2%	0.4%	0%	i	2.9	-13%	2%	-15%
CN1N=C(C(=O)N2CCN(c3ccc([N+](=O)[O-])cc3)CC2)CCC1=O	4%	-4%	-0.4%	?	?	-0.2	-1%	1%	-17%
Cc1ccc(S(=O)(=O)N2CCOCC2)cc1NC(=O)CSc1nccn1C	12%	8%	0.0%[9.22 µM]	10%	i	-0.4	6%	?	-3%
Cc1ccc(S(=O)(=O)Cc2c(C)noc2C)cc1	13%	-1%	-0.9%	-28%	i	0.7	-4%	-8%	-6%
O=C(OCC(=O)N1CCN(C(=O)c2ccco2)CC1)c1sc2cc(F)ccc2c1Cl	1%	0%	0.4%	-6%	i	-2.9	-9%	-7%	4%
COc1ccccc1CN1CCc2c([nH]c3ccccc23)C1	-2%	9%	3.9%	1%	/	0.0	-22%	5%	/
COc1cccc(Nc2nnc(SCC(=O)Nc3sccc3C(N)=O)s2)c1	-17%	4%	2.7%	10%	?	1.5	-16%	-11%	/
CC(=O)N1CCN(c2ccc(Nc3nc(C)nc4c3oc3ccccc34)cc2)CC1	-12%	6%	5.5%	-10%	i	-0.9	-1%	-26%	-3%
NC(=O)c1ccsc1NC(=O)c1ccc(S(=O)(=O)N2CCCC2)cc1	-2%	12%	4.3%	1%	i	-0.1	-47%	22%	20%
Cc1cc(Br)cc(C)c1NC(=O)c1ccc(C#N)cc1F	3%	1%	-0.3%	1%	i	-1.9	0%	-4%	3%
CCOC(=O)c1cc2c(=O)n3cccc(C)c3nc2n(CCCOC)c1=NC(=O)c1cccnc1	32%[activator]	-2%	-0.2%	-6%	i	2.3	-17%	24%	-9%
CC(C)c1ccc(S(=O)(=O)c2n[nH]n3c2nc(=O)c2ccccc23)cc1	?	-2%	0.2%	0%[1.84 µM]	i	0.0	-24%	-20%	-16%
CCc1nc2ccccc2n1Cc1ccccc1F	-9%	0%	-0.1%	-1%	i	-0.1	-1%	3%	-24%
COc1ccc(CCNC(=O)c2sc3ccccc3c2Cl)cc1OC	-19%	12%	-0.3%	6%	i	-2.1	-31%	?	-18%
C[C@H](CO)N1C[C@H](C)[C@H](CN(C)C(=O)c2ccccc2F)Oc2ncc(Br)cc2C1=O	2%	2%	-0.2%	/	i	-3.1	9%	/	4%
CCc1ccc(C2=C(C)C(N3CCC(C(=O)NCc4ccc(C)o4)CC3)=NS2(=O)=O)cc1	-22%	/	-0.6%	?	?	/	-47%	0%	-11%
Cc1cccc(C)c1NC(=O)CCCSc1nnc(-c2ccc(Cl)cc2)n1-c1ccccc1	?	-5%	3.5%	-16%	i	-0.2	-19%	?	-24%
CCCCCOc1ccc(N2C(=O)C3C4C=CC(C3C2=O)N(C)C4=O)cc1 (stereo not given)	1%	-2%	-0.6%	1%	i	0.9	-17%	-24%	-9%
Cc1c(CCC(=O)O)c(=O)n2c([nH]c3ccccc32)c1C#N	1%	-7%	-0.2%	-2%	i	1.3	8%	/	0%
Cc1ccc(C(CNC(=O)Nc2ccccc2)N2CCN(C)CC2)cc1 (stereo not given)	-2%	7%	-0.9%	0%	i	-2.0	-6%	0%	-8%
CCOC(=O)c1c(-c2ccccc2)oc2ccc(OC)cc12	-8%	-2%	0.1%	14%	i	-4.0	8%	/	-4%
CC(=O)Nc1ccc(NC(=O)CN(c2ccc([N+](=O)[O-])cc2)S(=O)(=O)c2ccccc2)cc1	?	12%	0.5%	0%	i	-1.6	0%	0%	/
COc1cc(NS(=O)(=O)c2ccc(F)cc2)c(C(=O)O)cc1OC	3%	0%	0.4%	1%	i	-0.7	10%	?	7%
O=C(CSc1nc2ccccc2o1)N1c2ccccc2Sc2ccccc21	14%	-2%	-0.7%	-3%	i	-0.7	3%	-21%	5%
COc1ccc(CNc2ncc(-c3ccccc3)n2C)c(OC)c1OC	-21%	-5%	-0.3%	-5%	?	-0.5	-36%	-11%	/
CCC(NS(=O)(=O)c1cn(C)nc1C)c1ccccc1 (stereo not given)	-27%	-9%	-0.3%	-10%	?	0.0	6%	-6%	-10%
O=C1N=C(N2CCCCC2)SC1=C1CCCC1	-13%	4%	2.3%	-4%	i	2.2	-3%	/	42%[activator]
COc1ccc(CN(C)C(=O)c2ccc(NS(=O)(=O)c3ccc(F)cc3)cc2)c(OC)c1OC	?	0%	-0.8%	-3%	i	-0.6	19%	-27%	-7%
O=C(NCC1(N2CCCCC2)CCCCC1)c1ccc(NS(=O)(=O)c2ccc(F)cc2)cc1	-21%	14%	0.3%	-5%	?	-5.2	3%	-7%	-1%
Cc1cc(NS(=O)(=O)c2ccc(CC(C)C)cc2)no1	-14%	7%	-0.8%	-3%	i	0.8	0%	-21%	0%
COc1cccc(-c2c[nH]c(=O)[nH]c2=O)c1	?	-4%	0.1%	-1%	i	0.5	0%	-2%	-7%
Cc1ccc2c(=O)c(C(=O)c3ccc(Cl)cc3)cn(CC(=O)NC3CCCCC3)c2n1	1%	/	0.8%	5%	i	/	2%	29%	-9%
FC(F)(F)c1cccc(N2CCN(C(=S)NC3CCCCC3)CC2)c1	?	2%	-0.1%[9.22 µM]	-16%	?	0.0	-26%	16µM*	?
CCCCCCc1ccc(OCC(=O)O)cc1OCC(=O)O	-5%	1%	0.4%	10%	i	0.9	-8%	6%	4%
CCOC(=O)C1=CN(C(=O)OC(C)(C)C)C(CN2C(=O)COCC2=O)C1 (stereo not given)	-3%	/	/	2%	/	/	-12%	-8%	/
O=C(NCCN1CCCCC1)/C(=N\O)c1ccccc1	6%	11%	-0.1%	1%	i	4.1	-32%	-3%	-6%
COc1ccc(S(=O)(=O)N(C)CC(=O)Nc2ccc3c(c2)OCO3)cc1OC	19%	3%	-0.4%	-10%	i	0.5	10%	1%	-5%
O=C1NCCN(CC2CCN(CC3CCCC3)CC2)C1=O	-3%	7%	0.4%	1%	i	-0.1	-24%	7%	-1%
O=[N+]([O-])c1cn(Cc2ccc(Cl)cc2)cn1	?	7%	2.2%	-3%	i	0.4	-14%	-14%	-14%

Some of the entries so far, as labelled records.
FC(F)(F)c1cccc(N2CCN(C(=S)NC3CCCCC3)CC2)c1
  TGFb SMAD3 inh = ? | EPAC2 agonist = 2% | Nrf2 activator = -0.1%[9.22 µM] | A549 tox = -16% | ATXN viability = ? | IL-2 act = 0.0 | HepG2 viability = -26% | Nrf2 block = 16µM* | ATXN2 expr inh = ?
O=C(NCC1(N2CCCCC2)CCCCC1)c1ccc(NS(=O)(=O)c2ccc(F)cc2)cc1
  TGFb SMAD3 inh = -21% | EPAC2 agonist = 14% | Nrf2 activator = 0.3% | A549 tox = -5% | ATXN viability = ? | IL-2 act = -5.2 | HepG2 viability = 3% | Nrf2 block = -7% | ATXN2 expr inh = -1%
COc1ccc(CCNC(=O)c2sc3ccccc3c2Cl)cc1OC
  TGFb SMAD3 inh = -19% | EPAC2 agonist = 12% | Nrf2 activator = -0.3% | A549 tox = 6% | ATXN viability = i | IL-2 act = -2.1 | HepG2 viability = -31% | Nrf2 block = ? | ATXN2 expr inh = -18%
O=C1NCCN(CC2CCN(CC3CCCC3)CC2)C1=O
  TGFb SMAD3 inh = -3% | EPAC2 agonist = 7% | Nrf2 activator = 0.4% | A549 tox = 1% | ATXN viability = i | IL-2 act = -0.1 | HepG2 viability = -24% | Nrf2 block = 7% | ATXN2 expr inh = -1%

Next section
SMILES	TGFb SMAD3 inh	EPAC2 agonist	Nrf2 activator	A549 tox	ATXN viability	IL-2 act	HepG2 viability	Nrf2 block	ATXN2 expr inh
COc1cc2c(cc1OC)C(COc1ccc([N+](=O)[O-])cc1)NCC2 (stereo not given)	11%	7%	-0.8%	-2%	i	-2.4	7%	-3%	-9%
Cc1ccc(NC(=O)COCC(=O)Nc2ccc(C)cc2)cc1	1%	9%	3.7%	?	i	5.0	-17%	-15%	/
COc1ccc(CCNC(=O)c2nn(C)cc2Cl)cc1	5%	4%	-0.2%	?	i	-1.6	-1%	11%	53%[activator]
Cc1ccc(S(=O)(=O)N/N=C/c2cnn(C)c2C)cc1	2%	4%	-0.7%	19%	i	0.6	3%	?	6%
